BLM helicase inh: qHTS Assay for Inhibitors of Bloom's syndrome helicase (BLM). recombinant BLM DNA unwinding, fluorescence dequenching. Potency, µM (doses to about 56.1 µM), without a hit: top-dose activity change, negative = inhibition, usual class: inhibitors. 0.2% of 350,000 active. AID 2528, 2010;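 also: plate controls were vehicle for no effect and no enzyme for full effect; nearly all actives have a fitted effect of over 35% in size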
POLH inh: qHTS for Inhibitors of Polymerase Eta; DNA polymerase eta (Homo sapiens), Q9Y253; recombinant Pol eta, fluorescent DNA replication assay; Potency, µM (series often up to 114 µM), without a hit: top-dose activity change, negative = inhibition, actives largely listed as inhibitors; 1.2% of 390,000 active; AID 588591, 2011; also: % is scaled to controls: 0 for no effect and ±100 for the full control effect
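Pol eta (10 nM) was preincubated with compounds for 15 min at room temperature, after which fluorescent replication substrate (50 nM final) was added to start the reaction. Fluorescence was read kinetically at 0 and 10 min.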
G9a block: qHTS Assay for Inhibitors of Histone Lysine Methyltransferase G9a; Histone-lysine N-methyltransferase EHMT2 (Homo sapiens), Q96KQ7; G9a H3K9 monomethylation, AlphaScreen, 2 h; Potency, µM (titrated, usually from 102 µM), for the others: at the highest dose activity, negative = inhibition, usual class: inhibitors; 8.8% of 350,000 active; AID 504332, 2011; also: % is scaled to controls: 0 for no effect and ±100 for the full control effect; nearly all actives have a fitted effect of over 75% in size
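G9a (20 nM) was preincubated 15 min with compound, then reacted 2 h at room temperature with 500 nM biotin-H3K9 peptide and 20 µM SAM. Monomethyl-H3K9 detected by AlphaScreen using anti-H3K9me1 antibody.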
APEX1 inh: qHTS Assay for Inhibitors of the Human Apurinic/apyrimidinic Endonuclease 1 (APE1) | 0.35% of 350,000 active | recombinant APE1, TAMRA/BHQ-2 abasic DNA cleavage fluorescence | Potency, µM (titrated, usually from 65.8 µM), for inactives: at the highest dose activity change, negative = inhibition, actives largely listed as inhibitors;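 also: plate controls were vehicle for no effect and reference inhibitor for full effect; nearly all actives have a fitted effect of over 55% in size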
Target sequence (P27695 whole entry, looked up): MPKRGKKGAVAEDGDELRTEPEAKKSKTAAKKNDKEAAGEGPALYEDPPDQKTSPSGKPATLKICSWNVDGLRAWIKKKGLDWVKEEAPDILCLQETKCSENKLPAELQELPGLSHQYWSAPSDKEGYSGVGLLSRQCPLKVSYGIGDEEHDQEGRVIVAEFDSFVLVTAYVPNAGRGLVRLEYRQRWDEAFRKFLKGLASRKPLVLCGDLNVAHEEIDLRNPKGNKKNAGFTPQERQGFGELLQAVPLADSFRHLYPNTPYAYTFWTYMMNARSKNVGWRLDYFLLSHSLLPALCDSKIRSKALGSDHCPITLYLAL
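APE1 at 0.75 nM final was preincubated with compound 15 min at room temperature, then 50 nM double-stranded THF abasic-site substrate (5'-TAMRA/3'-BHQ-2) was added. Fluorescence (ex 525/em 598 nm) was read kinetically; third-minus-first read gave activity.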
POLI inh: qHTS for Inhibitors of Polymerase Iota. Pol iota fluorescent replication assay, 10 min. Potency, µM (titrated, usually from 115 µM), for the others: at the highest dose activity, negative = inhibition, actives largely listed as inhibitors. 1% of 390,000 active. AID 588590, 2011
Target sequence (Q9UNA4 whole entry, looked up): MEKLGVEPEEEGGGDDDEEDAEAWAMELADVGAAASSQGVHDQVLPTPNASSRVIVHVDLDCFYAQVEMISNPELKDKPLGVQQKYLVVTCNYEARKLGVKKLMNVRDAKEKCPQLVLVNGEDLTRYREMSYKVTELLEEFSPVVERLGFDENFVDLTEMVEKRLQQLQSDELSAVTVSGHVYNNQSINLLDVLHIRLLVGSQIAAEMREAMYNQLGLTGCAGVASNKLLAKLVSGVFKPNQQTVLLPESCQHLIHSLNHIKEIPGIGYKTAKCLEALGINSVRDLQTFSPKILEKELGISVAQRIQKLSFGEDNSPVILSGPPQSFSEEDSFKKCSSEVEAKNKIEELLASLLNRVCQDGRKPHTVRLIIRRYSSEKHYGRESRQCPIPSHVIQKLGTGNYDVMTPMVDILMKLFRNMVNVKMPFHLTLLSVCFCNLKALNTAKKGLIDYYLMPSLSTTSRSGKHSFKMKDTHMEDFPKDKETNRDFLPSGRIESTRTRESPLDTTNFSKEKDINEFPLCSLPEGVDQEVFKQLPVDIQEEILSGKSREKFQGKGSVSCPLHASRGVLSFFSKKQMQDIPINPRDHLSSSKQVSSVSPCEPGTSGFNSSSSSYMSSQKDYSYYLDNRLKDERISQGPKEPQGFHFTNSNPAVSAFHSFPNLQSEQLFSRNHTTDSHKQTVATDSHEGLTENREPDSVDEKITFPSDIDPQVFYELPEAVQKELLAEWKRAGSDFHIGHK
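Fluorescent replication assay read twice, at 0 min and 10 min after adding 50 nM (final) substrate. Enzyme (10 nM) and compounds were first incubated 15 min at room temperature; enzyme-free buffer wells were negative controls.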
BAZ2B inh: qHTS Assay for Inhibitors of BAZ2B; 4.4% of 360,000 active; AlphaScreen BAZ2B-H3K14Ac peptide displacement; Bromodomain adjacent to zinc finger domain protein 2B (Homo sapiens), Q9UIF8; Potency, µM (titrated, usually from 114 µM), for the others: at the top dose activity change, negative = inhibition, usual class: inhibitors; also: % is scaled to controls: 0 for no effect and ±100 for the full control effect; nearly all actives have a fitted effect of over 60% in size
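Multi-concentration screen (max 110 uM) measuring displacement of acetylated histone H3 peptide from BAZ2B by AlphaScreen, using 50 nM protein, 50 nM peptide and 10 ug/mL streptavidin donor plus Ni-chelate acceptor beads.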
POLB inh: qHTS Assay for Inhibitors of DNA Polymerase Beta | P06746 | Pol beta primer extension/strand displacement, fluorescence kinetic | Potency, µM (titrated, usually from 114 µM), for the others: at the highest dose activity change, negative = inhibition, usual class: inhibitors | 1.3% of 340,000 active | AID 485314, 2010; also: % is scaled to controls: 0 for no effect and ±100 for the full control effect
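Enzyme-only controls used 10 nM Pol beta; buffer lacking enzyme served as negative control. Compound preincubated 15 min, then 50 nM substrate added; 0 and 10 min reads at room temperature.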
JMJD2A Tudor: qHTS Assay for Inhibitors of JMJD2A-Tudor Domain. Lysine-specific demethylase 4A (Homo sapiens), O75164. AlphaScreen JMJD2A-Tudor / H3K4me3 peptide binding. Potency, µM (doses to about 114 µM), for the others: top-dose activity change, negative = inhibition, actives largely listed as inhibitors. 4.4% of 390,000 active. AID 504339, 2011; also: % is scaled to controls: 0 for no effect and ±100 for the full control effect; nearly all actives have a fitted effect of over 50% in size
POLK inh: qHTS for Inhibitors of Polymerase Kappa; purified Pol kappa, fluorescent DNA synthesis assay, 10 min; 0.53% of 400,000 active; Potency, µM (highest dose often 107 µM), without a hit: at the highest dose activity, negative = inhibition, actives largely listed as inhibitors; DNA polymerase kappa (Homo sapiens), Q9UBT6; also: % is scaled to controls: 0 for no effect and ±100 for the full control effect
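First, compounds were pin-transferred onto 10 nM Pol kappa. After 15 min at room temperature, substrate was added to 50 nM final. Fluorescence was then measured kinetically at 0 and 10 min.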
* marks the source's active call; other numbers are inactive results; ? = inconclusive; nt = no result given; & = joins results of further samples; ! = not active in a repeat; [ ] = another dose, or the depositor's remark. Calls follow the shape of the dose curve; as a rule, active = well fitted curve in the direction sought with a large enough effect; inconclusive = small, poorly fitted or top-dose-only effect, or another doubt; inactive = no such curve, though single readings can be large; an effect the other way counts as inactive or inconclusive. Potency is read from the fitted curve at half-maximal effect. The list is partial, so the mix of outcomes need not match the whole.

SMILES | BLM helicase inh | POLH inh | G9a block | APEX1 inh | POLI inh | BAZ2B inh | POLB inh | JMJD2A Tudor | POLK inh
COc1ccc(-c2nn(CCC#N)cc2C(=O)NCc2ccccc2)cc1[N+](=O)[O-] | -0.8% | -17.8% | nt | -3.4% | 34.5%[activator] | -2.4% | 51.1% | -14.1% | -11.6%
CC(=NCCN(C)C)c1c(O)n(Cc2ccccc2)c(=O)[nH]c1=O | -10.1% | -16.7% | nt | -1.0% | 10.4% | -4.3% | 5.2% | 3.7% | -0.4%
Cc1cc(C)cc(N2C(=O)NC(=O)/C(=C\c3cccn3-c3ccccc3)C2=O)c1 | -0.9% | -5.0% | ? | 1.1% | ? | -18.5% | -2.7% | -15.4% | -16.5%
COc1cc(CN2CCc3nc(N4CCN(c5ncccn5)CC4)ncc3C2)cc(OC)c1OC | -12.0% | -4.8% | ? | nt | -9.0% | 44.7µM* | -7.6% | 50.1µM* | -7.7%[60.1 µM]
CC(=NCCN1CCCCC1)c1c(O)n(Cc2ccccc2)c(=O)[nH]c1=O | -1.8% | -15.3% | 39.8µM* | 11.6% | -0.4% | 5.5% | 3.0% | -4.5% | 0.0%
O=c1[nH]c(O)c(N=Nc2ccc([N+](=O)[O-])cc2)c(=O)[nH]1 | -0.4% | -10.3% | 29.3% | -7.7% | 15.7% | -13.0% | 1.3% | -15.9% | -10.5%
CCC(C)C(=O)OC1C(O)C2C(CN3CC(C)CCC3[C@]2(C)O)C2C[C@]34O[C@@]5(O)C(OC(=O)C(C)(O)CC)CCC3(C)C5C(OC(C)=O)C(OC(C)=O)C4[C@@]21O (stereo partly specified) | 1.7% | nt | 0.5%[2.33 µM] | 11.7% | nt | nt | nt | nt | -6.5%[60.1 µM]
O=C1NCN(c2ccccc2)C12CCNCC2 | -9.1% | -9.2% | ? | 17.4% | -13.4% | -8.7% | 14.1% | -22.4% | -10.5%
CN1CCC2(CC1)CCN(C(=O)Oc1ccccc1)CC2 | 4.9% | nt | 4.3%[12.7 µM] | -2.4% | nt | nt | nt | nt | 5.1%[60.1 µM]
O=C(Nc1nc2c(s1)CCCC2)C1CCCN1C(=O)c1cccs1 (stereo unspecified) | -2.6% | -1.3% | ? | -0.6% | 6.7% | -31.3% | 29.2% | -18.0% | -1.8%
CCCCCCCCCOc1ccc2[nH]cc(CCN)c2c1 | 15.2%&65.4% | nt | 15.8µM*! | -2.0%&-2.2%&-1.4% | nt | 35.5µM* | 3.2% | nt | ?
Cc1cccnc1 | nt | -15.5% | 0.3%[0.501 µM] | 20.0%&8.6% | 31.5%[activator] | 17.3% | nt | -7.6% | -18.8%
CCCCC12CN3CC(C)(CN(C1)C3c1ccccn1)C2=O (stereo unspecified) | 2.0% | -2.6% | 0.631µM* | nt | 7.4% | 8.91µM* | -10.1% | 25.1µM* | -6.7%
CCOc1cc(C=C2C(=O)NC(=O)NC2=O)ccc1OCC(=O)N1CCOCC1 | 4.2% | -10.2% | 8.91µM* | -0.9% | 12.2% | -4.5% | 17.0% | -8.2% | -3.1%
Cc1nn(-c2ccccc2)c2c1C(c1ccc(F)cc1F)C(C#N)=C(N)O2 (stereo unspecified) | -5.8% | -13.0% | -31.0%[59 µM] | -2.0% | ? | ? | -1.3% | -35.9% | 8.8%
CC1COC2=C1C(=O)C(=O)c1c2ccc2c1CCCC2(C)C (stereo unspecified) | ? | nt | 7.08µM* | ? | nt | nt | nt | nt | 28.2µM*
O=[N+]([O-])c1ccc(-[n+]2c(-c3ccccc3)cc(-c3ccccc3)cc2-c2ccccc2)cc1 | -2.6% | -0.2% | ? | 29.1% | ? | ? | -13.4% | -21.8% | 2.4%
O=C(O)[C@@H]1C[C@H]1[C@@H](NP(=O)(c1ccccc1)c1ccccc1)c1ccccc1 | 1.8%&5.2% | 0.6% | 15.8% | -0.5%&-2.4% | -23.5% | 1.4% | 5.2% | -13.2% | -2.7%
COC(=O)C1=C(c2ccc(OC(F)(F)F)cc2)C[C@@H]2CC[C@H]1N2C(=O)NC1CCCCC1 | nt | -18.0% | ? | 33.6% | -5.3% | -28.0% | nt | -19.7% | -15.2%
Cc1ccc(-n2nc3c(N4CCC(C(=O)NCc5ccccc5Cl)CC4)nnc(C)c3c2C)cc1 | -9.6% | ? | -27.8%[59 µM] | nt | 1.4% | -4.0% | ? | -6.9% | -2.9%

Fetched one by one from the list above, 5 records:
SMILES | BLM helicase inh | POLH inh | G9a block | APEX1 inh | POLI inh | BAZ2B inh | POLB inh | JMJD2A Tudor | POLK inh
CCCCCCCCCOc1ccc2[nH]cc(CCN)c2c1 | 15.2%&65.4% | nt | 15.8µM*! | -2.0%&-2.2%&-1.4% | nt | 35.5µM* | 3.2% | nt | ?
O=C(O)[C@@H]1C[C@H]1[C@@H](NP(=O)(c1ccccc1)c1ccccc1)c1ccccc1 | 1.8%&5.2% | 0.6% | 15.8% | -0.5%&-2.4% | -23.5% | 1.4% | 5.2% | -13.2% | -2.7%
O=C1NCN(c2ccccc2)C12CCNCC2 | -9.1% | -9.2% | ? | 17.4% | -13.4% | -8.7% | 14.1% | -22.4% | -10.5%
CN1CCC2(CC1)CCN(C(=O)Oc1ccccc1)CC2 | 4.9% | nt | 4.3%[12.7 µM] | -2.4% | nt | nt | nt | nt | 5.1%[60.1 µM]
Cc1nn(-c2ccccc2)c2c1C(c1ccc(F)cc1F)C(C#N)=C(N)O2 (stereo unspecified) | -5.8% | -13.0% | -31.0%[59 µM] | -2.0% | ? | ? | -1.3% | -35.9% | 8.8%

The list continues.
SMILES | BLM helicase inh | POLH inh | G9a block | APEX1 inh | POLI inh | BAZ2B inh | POLB inh | JMJD2A Tudor | POLK inh
CCCCCCC(=O)N/N=C/c1c(O)n(CCc2ccccc2)c(=O)[nH]c1=O | -8.4% | -18.5% | -3.4% | 3.8% | 62.3%[activator] | 3.9% | 98.7% | -19.3% | 5.8%
O=C1C2CCCN2C(c2cccnc2)N1c1ccc(Cl)cc1 (stereo unspecified) | 0.1% | -7.6% | -25.2% | -3.4% | -6.9% | 8.3% | 24.9% | -14.4% | 0.8%
NC(=O)c1ccc(NC(=O)c2cccn(Cc3ccccc3)c2=O)cc1 | -2.3% | -14.7% | -32.3%[59 µM] | nt | -9.4% | 2.5% | ? | -9.7% | 5.0%[60.1 µM]
CCCCC1(CCCC)C(=O)NC(=Nc2cccc(C)c2)NC1=O | -0.2% | -5.4% | ? | 2.0% | 1.8% | 17.6% | -5.2% | -7.1% | 0.5%
COc1ccc2[nH]c3c(c2c1)CCN[C@H]3C | 1.7% | -16.5% | ? | 17.6% | 6.7% | 44.7µM* | 16.4% | ? | -6.8%
CCN(CC)CCN=Cc1c(O)n(C2CCCCCC2)c(=O)[nH]c1=O | 0.3% | -9.4% | -12.4%[59 µM] | -6.8% | 1.3% | -31.5% | -2.2% | 6.2% | -4.1%
O=C(CCS(=O)NCc1ccccc1)NCc1ccccc1 (stereo unspecified) | -2.4% | nt | 17.8µM* | 19.3% | nt | -5.9% | ? | nt | nt
COC(=O)CCCc1[se]c2ccccc2c1I | -5.9%[75.6 µM] | nt | 85.1%[activator][59 µM] | -1.1% | nt | nt | nt | nt | -16.3%[60.1 µM]
CN(CCCCC(=O)/C=N/O)Cc1ccccc1 (tested in a mixture with another compound) | -2.5% | -13.5% | -3.2%[59 µM] | 0.3% | 22.7% | 2.0% | 11.0% | 0.0% | -14.6%
CCCCSC1=NN1c1nc(N)nc(C)c1CC | -2.1% | -6.8% | -50.1% | -1.0% | 34.9%[activator] | -5.1% | 0.6% | 6.3% | -13.8%
CC(C)OP(=O)(OC(C)C)C(Nc1ccccc1)c1cccc2c1OCO2 (stereo unspecified) | 4.4% | -18.6% | -27.3%[59 µM] | 2.5% | 5.1% | -1.8% | ? | -18.3% | -2.2%
COc1ccc(C(CNC(=O)Cc2ccc(Cl)c(Cl)c2)N(C)C)cc1 (stereo unspecified) | 2.7% | -21.3% | 7.0% | 8.3% | 155.0%[activator] | -13.9% | 23.4% | -2.7% | -0.5%
COc1ccc(S(=O)(=O)N2Cc3cnnn3-c3ccccc3C2C#N)cc1 (stereo unspecified) | nt | -2.4% | nt | nt | 6.3% | nt | nt | -27.5% | 0.5%
CN1CCN(CC(=O)Nc2ccc([N+](=O)[O-])cc2C(=O)c2ccccc2)CC1 | -1.9% | -4.9% | 30.3%[12.7 µM] | 3.2% | -1.4% | -17.3% | 8.3% | -19.6% | -0.9%
CC(=O)O[C@]1(c2ccccc2)CCN(C)[C@H]2CCCC[C@@H]21 | 4.7% | -2.9% | ? | 11.7% | 8.0% | -4.9% | 5.6% | -10.7%[57.1 µM] | -13.2%
CCCCC/C=C\C/C=C\C/C=C\C/C=C\CCCC(=O)NCc1ccoc1 | ? | nt | 14.1µM* | ? | nt | nt | nt | nt | 7.94µM*
O=C(Cc1ccccc1)c1ccccn1 | nt | ? | nt | nt | 3.3% | nt | nt | 3.55µM* | -24.1%
O=c1[nH]c(=S)n(CCC2=CCCCC2)c(O)c1C=NC1CCN(Cc2ccccc2)CC1 | 1.3% | -13.4% | 12.7%[0.0925 µM] | 17.8% | 17.1% | -2.4% | 6.9% | -29.2% | 0.1%
COc1ccc(C(=O)OC2CC3CCC(C2)[N+]3(C)[O-])cc1OC (stereo unspecified) | -3.4% | -1.2% | 26.2% | 15.3% | -18.2% | 1.9% | 9.9% | 12.7% | 6.9%
CC(C)CCNC(=O)Cn1c(=O)oc2cc(S(=O)(=O)N3CCc4ccccc43)ccc21 | -3.4% | ? | ? | -7.3% | 13.0% | -4.4% | 15.1% | -25.5% | -21.6%
